beta cell repl: inducers of MIN6 beta-cell proliferation, primary screen, ATP luminescence, uHTS; MIN6 cells proliferation, ATPlite luminescence, 48 h; cells starved in 0.2% serum; 100% = growth in 10% serum; 330,000 tested, 0.29% active; proliferation, % at 10 µM;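 active means compounds whose signal lies at least 3.5 SD above the mean of all wells on their plate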;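 further: 0% = DMSO-treated cells in low-serum medium and 100% = 10% serum control; some compounds called inactive have numbers as strong as hits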
mIAP activ: activators of mouse IAP, primary screen, biochemical, luminescence, uHTS | intestinal alkaline phosphatase [Mus musculus] | activation factor at 10 µM | muIAP, CDP-Star luminescence, 30 min; stronger effect = higher value; 1 = vehicle-only enzyme signal, 0 = enzyme-free wells | 330,000 tested, 0.24% active;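 active means activation factor of at least 2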; further: the source names both 10 and 20 µM as test concentration; values of inactives mirror those of a sister screen read the other way
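Assay system: mouse IAP enzyme; reagent: chemiluminescent substrate CDP-Star; dosing: test compounds delivered from DMSO solution; schedule: 30 min at room temperature; measured by: luminescence from enzymatic CDP-Star hydrolysis; controls: DMSO-only wells and no-enzyme negative control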
APOBEC3A inh: APOBEC3A ssDNA deaminase inhibitors, primary screen, selectivity assay for APOBEC3G inhibitor project, biochemical, FAM/TAMRA oligo cleavage fluorescence | DNA dC->dU-editing enzyme APOBEC-3A (Homo sapiens), P31941 | recombinant A3A, FAM/TAMRA ssDNA deamination fluorescence | inhibition, % at 20 µM | 330,000 tested, 0.41% active;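 active means at least 40% inhibition at 20 µM here, with at most 30% in a related deaminase screen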;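 further: plate controls were A3A with DMSO for no effect and wells lacking A3A enzyme for full effect; some results filed as inactive read as strong as hits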
Target sequence (P31941 whole entry, looked up): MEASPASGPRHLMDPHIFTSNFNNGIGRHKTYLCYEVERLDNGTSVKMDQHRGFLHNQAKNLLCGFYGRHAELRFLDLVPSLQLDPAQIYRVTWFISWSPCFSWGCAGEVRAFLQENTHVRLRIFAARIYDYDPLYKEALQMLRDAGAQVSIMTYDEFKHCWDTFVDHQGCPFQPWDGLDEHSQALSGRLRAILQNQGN
tim10-1 inh: growth inhibitors of tim10-1 mutant yeast, primary screen, luminescence, uHTS; S. cerevisiae tim10-1 ts strain growth, BacTiter-Glo, 24 h; inhibition, % at 20 µM; 330,000 tested, 2.2% active;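 active means inhibition of at least 40%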;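 further: mutant grown at 25 °C; 0% = DMSO wells with yeast and 100% = wells holding no yeast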
NLRP3 yeast inh: NALP3 inflammasome inhibitors in reconstituted yeast, primary screen, luminescence, uHTS | Yeast reconstituted NLRP3/ASC/caspase-1, beta-gal luminescence, 24 h | inhibition, % at 10 µM | 330,000 tested, 0.39% active;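 active means inhibition of 50% or more; inactive means inhibition below 50%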;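 further: plate controls were induced DMSO wells for no effect and uninduced yeast grown without galactose for full effect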
mIAP block: inhibitors of mouse IAP, primary screen, biochemical, luminescence, uHTS; intestinal alkaline phosphatase [Mus musculus]; purified mouse IAP, CDP-Star luminescence, 30 min; inhibition, % at 10 µM; 330,000 tested, 0.2% active; AID 2806, 2010;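 active means inhibition of at least 40% at 10 µM in the primary screen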;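 further: plate controls were DMSO with enzyme for no effect and no enzyme wells for full effect; values of inactives mirror those of a sister screen read the other way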
A3G deaminase: APOBEC3G DNA deaminase inhibitors, primary screen, biochemical, fluorescence, single-stranded DNA substrate, uHTS. recombinant A3G, ssDNA deamination FAM/TAMRA fluorescence. 330,000 tested, 0.28% active. AID 493012, 2011. DNA dC->dU-editing enzyme APOBEC-3G (Homo sapiens), Q9HC16. inhibition, % at 20 µM;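 active means inhibition of at least 40% at 20 µM, with no more than 30% in the related APOBEC3A deaminase screen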;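 further: plate controls were DMSO wells with A3G for no effect and wells lacking A3G enzyme for full effect; some compounds called inactive have numbers as strong as hits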
hIAP block: human IAP inhibitors, primary screen, biochemical, luminescence, uHTS | purified IAP, CDP-Star luminescence, 30 min | Intestinal-type alkaline phosphatase (Homo sapiens), P09923 | inhibition, % at 10 µM | 330,000 tested, 0.12% active;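 active means inhibition reaching a set limit with compound at 10 µM in the primary screen, cut at about 35% in these data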;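 further: plate controls were DMSO wells with enzyme for no effect and no-enzyme buffer wells for full effect; values of inactives mirror those of a sister screen read the other way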
Target sequence (P09923 whole entry, looked up): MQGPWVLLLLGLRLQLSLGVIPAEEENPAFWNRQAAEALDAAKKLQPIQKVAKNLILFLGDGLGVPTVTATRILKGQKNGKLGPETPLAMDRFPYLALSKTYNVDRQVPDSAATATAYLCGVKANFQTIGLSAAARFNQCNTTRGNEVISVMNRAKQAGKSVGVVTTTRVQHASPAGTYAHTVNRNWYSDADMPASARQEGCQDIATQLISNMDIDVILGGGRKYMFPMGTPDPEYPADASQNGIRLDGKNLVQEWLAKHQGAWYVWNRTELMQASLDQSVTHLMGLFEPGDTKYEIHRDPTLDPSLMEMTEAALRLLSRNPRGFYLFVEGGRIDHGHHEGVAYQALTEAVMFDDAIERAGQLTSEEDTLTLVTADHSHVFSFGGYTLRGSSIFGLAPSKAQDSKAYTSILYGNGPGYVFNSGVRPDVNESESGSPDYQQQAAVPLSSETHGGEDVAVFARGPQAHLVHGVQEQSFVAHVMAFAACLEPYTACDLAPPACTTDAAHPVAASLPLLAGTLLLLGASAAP
TIM10 inh: growth inhibitors of isogenic TIM10 control yeast, primary screen, counter-screen for tim10-1 yeast inhibitor project, luminescence, uHTS; S. cerevisiae TIM10 strain growth, BacTiter-Glo luminescence, 24 h; 330,000 tested, 1.4% active; inhibition, % at 10 µM;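 active means inhibition of 40% or more at the single tested concentration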;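 further: wild-type TIM10 isogenic control strain grown at permissive 25 °C; 0% = DMSO yeast wells and 100% = minimal medium wells without yeast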
The depositor's hits bear a star.

Compound	A3G deaminase	APOBEC3A inh	TIM10 inh	hIAP block	tim10-1 inh	NLRP3 yeast inh	mIAP block	mIAP activ	beta cell repl
Cc1cc(O)c(C(C)C)cc1NC(=O)c1ccccc1Cl	-2	-1	3	-18	33	5	-2	1	0
CC1(C)C(c2cccs2)=[N+]([O-])C2(CCCCC/C2=N\O)N1O (stereo not given)	-6	-7	8	-31	17	5	-1	1	1
CC(=O)Nc1ccc(OC(=O)C(CCS(C)(=O)=O)N2C(=O)c3ccccc3C2=O)cc1 (stereo not given)	3	4	-11	-6	-1	-13	1	0.99	-3
COc1ccc(/C=N/n2c(=O)[nH]c3c([nH]c4ccc(F)cc43)c2=O)cc1CN1CCCCC1	-3	4	12	6	23	4	2	0.98	1
CCOc1ccc(S(=O)(=O)NCCC(=O)OCC(=O)c2ccc[nH]2)cc1	3	5	16	-9	3	20	7	0.93	0
CC(C(=O)Nc1ccccc1C(=O)O)n1c(C(F)(F)F)nc2ccccc21 (stereo not given)	-6	-2	3	-5	7	19	3	0.97	0
Cc1ccnc(NC(=O)c2cnc(Cl)c(Cl)c2)c1	-2	14	7	8	16	42	2	0.98	0
CC(C)N(c1nnc(N)s1)C(C)C	-3	-1	-5	-3	6	12	1	0.99	-2
CCOC(=O)CSc1nc2cc(OC)ccc2cc1C#N	-4	-2	15	16	37	-4	-4	1	-2
O=C(N/N=C/c1ccc(O)cc1)c1cc(-c2ccc3c(c2)OCO3)n[nH]1	-10	-3	11	36*	13	-5	14	0.86	0
Cc1cc(C)c(N=C2CCCN2Cc2ccccc2)c(C#N)c1	-3	1	5	-4	35	26	-1	1	-3
CCCN1C(=O)c2ccccc2NC1c1ccc(O)c(OCC)c1 (stereo not given)	-6	1	1	4	21	3	-4	1	-3
C=C(C)C(=O)Nc1cccc(C2=NOC3(C2)C[C@@H](C(N)=O)N(C(=O)C(=C)C)C3)c1 (stereo not given in full)	88*	13	-16	17	-13	18	-9	1.1	0
O=C(c1ccccc1Cl)N1CCC(O)(c2cccnc2)CC1	-7	-3	-7	0	4	14	10	0.91	-2
Cc1cccc(NC(=O)CCc2ccccc2)c1C	1	2	-1	-5	0	9	1	0.99	-2
O=C(COC(=O)c1ccc2ccccc2c1)NCCCc1ccccc1	-5	-3	-2	-22	12	21	-4	1	-1
COc1ccc(NC(=O)NNC(=O)c2ccccc2-n2cccc2)cc1OC	-9	-3	9	-2	-6	9	-5	1.1	1
CN1CCN(CC(=O)Nc2ccc(OC(F)(F)F)cc2)CC1	-9	-6	-12	-17	10	-2	-2	1	-1
CC1CN(C(=O)c2ccc(CNS(=O)(=O)c3cccc(C(F)(F)F)c3)cc2)CC(C)O1 (stereo not given)	-6	-7	7	-26	-13	7	-7	1.1	1
Cc1nnc(NC(=O)CCS(=O)(=O)Cc2ccccc2)s1	-4	-2	7	8	4	14	6	0.94	5
NC(=O)CC(NC(=O)c1ccc(Cl)cc1)C(=O)NCCc1ccc(S(N)(=O)=O)cc1 (stereo not given)	-1	-1	8	6	-2	7	-5	1	2
O=C(O)CCN1C(=O)c2ccc(NC(=O)COc3ccccc3)cc2C1=O	-5	-5	-8	-26	-19	10	2	0.98	-1
CC(=O)Nc1ccc(NC(=O)CCC(=O)OCC(=O)c2cccc([N+](=O)[O-])c2)cc1	-8	-3	-12	2	7	1	10	0.9	2
O=C(OCCN1CCOCC1)c1ccc(OCCN2CCOCC2)cc1	-8	-5	-1	-1	-3	16	10	0.91	1
Cc1ccc(-n2nc3c(=O)n(CCCC(=O)NCc4ccccc4Cl)nc(C)c3c2C)cc1	-2	-5	6	1	40	8	4	0.96	-6
CC(=O)c1ccc(NC(=S)NNC(=O)NC2CCCCC2)cc1	1	0	11	-24	12	1	7	0.93	-2
COc1ccccc1C(=O)Nc1ccc2ccccc2c1	-8	-1	20	14	23	25	-4	1	-3
O=C1c2ccccc2C(=O)C1c1ccc(O)cc1	-7	-2	-5	-30	5	37	8	0.92	-2
CC(C)(C)C(=O)COC(=O)c1cc(-c2cccnc2)nc2ccccc12	-11	-1	3	-7	-24	27	7	0.93	1
CN(c1ccccc1)S(=O)(=O)c1cc(C(=O)N2CCN(c3ncccn3)CC2)ccc1Cl	-3	0	24	-16	20	8	-4	1	-1
NS(=O)(=O)c1ccc(NC2=CC(=O)C(=O)c3ccccc32)cc1	-4	-7	-1	10	-1	14	8	0.92	-4
CCCCCCN(C(=O)CCCCCN1C(=O)NC(c2ccc([N+](=O)[O-])cc2)C(C(=O)OCc2ccccc2)=C1C)C(C(=O)NCCCC)c1ccc(OCC(=O)OC)c(C(=O)OC)c1 (stereo not given)	-10	-1	17	-20	9	25	6	0.94	-7
COC(=O)CSc1ccc(S(=O)(=O)N2CCC(C)CC2)cc1[N+](=O)[O-]	2	-1	6	-1	19	16	1	0.99	-1
COc1cc(/C=C2\C(=O)N(c3ccc(S(N)(=O)=O)cc3)N=C2C)ccc1OC(=O)c1ccco1	-8	-3	12	5	12	5	5	0.95	-1
O=C1c2cccc3cccc(c23)C(=O)N1CCN1CCN(C(=S)Nc2ccc(F)cc2)CC1	-4	2	-27	-15	16	1	-4	1	0
Cc1ccc(-c2c(C(=O)N(C)Cc3ccccc3)oc(=O)c3ccccc23)cc1	-7	-2	-23	5	-14	9	2	0.98	-3
Cc1sc2ncn(CC(=O)NCc3ccco3)c(=O)c2c1-c1ccc(F)cc1	8	12	4	-6	18	-6	4	0.96	-2
CCCN1CNC(=S)N(c2ccccc2OC)C1	-12	-8	11	4	28	14	6	0.94	0
CC1(C(=O)Nc2cccc3ccccc23)CC1(Br)Br (stereo not given)	6	3	17	-14	37	19	5	0.95	-4
COc1ccccc1P(=O)(c1ccccc1)c1ccccc1	0	-5	1	-22	-9	-6	-5	1.1	-3
CCC(=O)N(C)CCc1cc2c(c(OC)c1/C=N/NC(=O)c1ccc(Br)cc1)OCO2	-5	3	-6	-13	-6	21	-5	1.1	0
COc1cc(/C=N/NC(=O)c2ccncc2)ccc1OC(C)=O	-7	-5	12	-1	17	2	-1	1	-1
CC(OC(=O)c1cccc(-n2cnnn2)c1)C(=O)NCc1ccccc1 (stereo not given)	-9	-1	-8	4	-3	5	6	0.94	10
CN(C)CCOCCOc1ccccc1-c1ccccc1	40	1	1	5	0	9	12	0.89	6
O=C(COC(=O)CCc1ccc(S(=O)(=O)N2CCOCC2)cc1)NC1CCCCCC1	-9	2	9	18	8	6	3	0.97	3
CCOC(=O)CN(C)C(=O)CCc1nnc(-c2ccc(-c3ccccc3)cc2)o1	-12	-5	-3	-26	10	24	7	0.93	-3
N=c1c(C(=O)NC2CCCC2)cc2c(=O)n3ccccc3nc2n1C1CCCCC1	-6	-2	4	13	1	15	7	0.93	-1
CC(C)CC(c1nnnn1CC1CCCO1)N1CCN(Cc2ccc3c(c2)OCO3)CC1 (stereo not given)	0	4	-16	-9	-6	5	0	1	-1
C=CCn1c(N)cc(=O)nc1SCC(=O)N1CCN(c2ccc(F)cc2)CC1	-2	-2	8	0	-7	11	1	0.99	-3
O=[N+]([O-])c1cccc(-c2ccc(/C=N/NC(=S)Nc3cccc(F)c3)o2)c1	-7	-1	57*	6	52*	23	17	0.83	-2

(listing goes on)
Compound	A3G deaminase	APOBEC3A inh	TIM10 inh	hIAP block	tim10-1 inh	NLRP3 yeast inh	mIAP block	mIAP activ	beta cell repl
C/C(CC(=O)Nc1ccc(C)c(Cl)c1)=N\NC(=O)c1ccco1	-10	-5	31	-11	41*	12	8	0.92	-3
O=C(NNC(=S)NC1CCCCC1)c1cccc(S(=O)(=O)Nc2ccccc2Cl)c1	-7	2	41*	-42	28	8	19	0.81	-3
CC(C)(C)c1ccc(C(=O)Nc2ncn[nH]2)cc1	-5	2	3	-57	-10	-24	-7	1.1	-2
CCn1c(SCC(=O)c2c(N)n(C3CC3)c(=O)[nH]c2=O)nnc1-c1ccoc1C	-8	-3	-2	3	-18	18	-9	1.1	-1
Cc1ccc(S(=O)(=O)c2cc3c(=O)n4ccccc4nc3n(C)c2=N)cc1C	-4	1	30	0	24	30	20	0.8	-5
O=C(NNC(=O)C1CC1c1ccccc1)Nc1ccccc1 (stereo not given)	-2	23	-4	-12	7	8	15	0.85	1
COCCNC(=O)/C(C#N)=C1\N=C(N)c2ccccc21	-7	-8	7	8	18	16	-3	1	0
CCCCN1C(=O)C(=O)N(CC(=O)N2CCc3ccccc32)C1=O	-4	2	-4	-24	10	5	-15	1.1	-2
CN(CCc1ccccc1)C(=O)c1cccc(NC(=O)Cc2cccc([N+](=O)[O-])c2)c1	-5	-2	-5	21	10	13	10	0.9	-3
Cc1ccc2cc(-c3noc(C4CCCO4)n3)c(=O)[nH]c2c1 (stereo not given)	-6	-2	4	14	14	24	1	0.99	-3
Cc1n[nH]c(=O)c2c(NC(=O)CSc3ccc(Br)cc3)oc(C)c12	-13	-5	3	-13	0	18	5	0.95	-2
Cc1ccc(S(=O)(=O)NCC[C@@]2(C)C3CCC2(C)C(=O)C3)cc1 (stereo not given in full)	-5	-1	-12	-17	10	-12	-9	1.1	-5
CCN1C(=O)C(Cc2nc3ccccc3c(=O)n2C)c2ccccc21 (stereo not given)	-4	0	20	-21	18	12	1	0.99	-2
COc1ccc(NC(=O)CN(C)C(=O)c2cc(-c3ccncc3)nc3ccccc23)cc1	-4	-1	6	-33	13	-8	-3	1	0
CC(C)n1nc(C(=O)NNC(=O)c2ccc(OC(F)F)cc2)c2ccccc2c1=O	-9	-3	7	-27	18	5	10	0.9	-1
CC1=C(C(=O)OCCCBr)C(c2ccc3c(c2)OCO3)NC(=O)N1 (stereo not given)	2	5	-3	-1	1	-8	0	1	-5
CN=C1SC(CC(=O)Nc2sc3c(c2C#N)CCCC3)C(=O)N1C (stereo not given)	-5	-4	19	-23	12	12	5	0.95	-3
O=c1n(Cc2ccccc2F)c2ccccc2n1Cc1ccccc1F	2	-1	24	12	11	-29	10	0.9	-3
O=S(=O)(c1ccccc1)n1cc(-c2ccccn2)c(N2CCOCC2)n1	-6	-2	6	-10	31	-1	1	0.99	-2
Cc1ccc(NC(=O)c2ccc(OC(=O)C(C)Oc3ccc(Cl)cc3C)cc2)cc1 (stereo not given)	-3	-1	-7	-10	15	8	11	0.89	1
Cc1ccc(Cl)cc1N1CCN(S(=O)(=O)c2cccc(S(=O)(=O)N3CCCC3)c2)CC1	-4	-3	7	9	6	18	0	1	-1

High-throughput results as filed in PubChem BioAssay.
